Screening data from PubChem BioAssay.
MRP1 act: activators of MRP-1. H69AR cells + doxorubicin, viability rescue, CellTiter-Glo. viability increase, % at 10 µM. actives 0.61% (n = 140,000);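 active means viability gain under doxorubicin at or above a set limit, the compound median plus 3 SD, cut at about 4.7% in these data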;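 further: MRP-1 overexpressing cells given doxorubicin 25 µM after compound pretreatment; 18-22 h compound pretreatment then 72 h with doxorubicin before readout; 0% = doxorubicin-only wells and 100% = vehicle-treated cells without doxorubicin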
Phagocytosis inh: macrophage phagocytosis inhibition; actives 0.07% (n = 110,000); AID 1029; inhibition, % at 5 µM; J774A.1 macrophage IgG-bead phagocytosis, imaging;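 active means inhibition above the mean of the plate negative controls plus 5 SD, cut at about 13% in these data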;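 further: phagocytic index as fraction of beads internalized from green versus red external bead signal; plate controls were DMSO negative control for no effect and cytochalasin-D positive control for full effect; some results beyond the cut were filed as inactive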
HCT116 PTEN-null: PTEN-deleted cell growth suppression; actives 1.2% (n = 140,000); viability, % at 10 µM; HCT116 PTEN-null viability, CellTiter-Glo, 60 h; hits give low values;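 active means viability at or below a set limit, 4 SD under the median of all tested compounds, cut at about 3.7% in these data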;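 further: PTEN knockout HCT116 line with beta catenin targeted HCT116 as companion control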
Measles CPE: protection of cells from measles virus. protection (pct of control), % at 4 µM. Measles virus-infected cells, CPE protection, absorbance. actives 1.5% (n = 140,000); in the data active means protection mostly above about 24%, no sharp cut-off; inactive means mostly below about 26%; further: some compounds called inactive have numbers as strong as hits
GALR2 blocker: GALR2 (human) receptor antagonism; O43603; GALR2-expressing cells, antagonist mode; inhibition, % at 4 µM; actives 0.39% (n = 140,000); AID 828; in the data active means inhibition above about 27%;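 further: cells stimulated with galanin 1-16 at roughly its EC80; 0% = agonist challenge control and 100% = basal control without agonist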
Target sequence (O43603 whole entry, looked up): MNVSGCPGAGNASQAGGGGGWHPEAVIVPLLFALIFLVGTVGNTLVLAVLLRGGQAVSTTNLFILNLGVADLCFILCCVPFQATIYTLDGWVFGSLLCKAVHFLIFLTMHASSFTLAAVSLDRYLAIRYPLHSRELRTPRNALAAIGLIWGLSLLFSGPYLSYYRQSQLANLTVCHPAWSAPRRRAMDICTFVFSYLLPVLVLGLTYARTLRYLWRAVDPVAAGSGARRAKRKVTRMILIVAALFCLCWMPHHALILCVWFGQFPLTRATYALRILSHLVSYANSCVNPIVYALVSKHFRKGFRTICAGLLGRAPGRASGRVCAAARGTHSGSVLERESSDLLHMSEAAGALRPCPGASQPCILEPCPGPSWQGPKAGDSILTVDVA
bCat KO growth: beta-catenin-lacking colon tumor cell growth suppression; actives 1.5% (n = 140,000); viability, % at 10 µM; HCT116 beta-catenin knockout viability, CellTiter-Glo, 60 h; hits give low values; AID 818;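 active means viability at or under a set limit, the compound median less 4 SD, cut at about 6% in these data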;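 further: 0% = Hyamine 1622 control at 20 µM and 100% = untreated cell control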
Yeast life ext: extends the lifespan of yeast; S. cerevisiae growth with nicotinamide, OD615; deaD strain in restrictive glucose medium; inhibition of the nicotinamide effect, % at 10 µM; actives 0.68% (n = 130,000); AID 775;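 active means inhibition above a set limit, placed 3 SD over the median of all compounds, cut at about 26% in these data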;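 further: 0% = nicotinamide-treated wells and 100% = cells grown without nicotinamide; some compounds called inactive have numbers as strong as hits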
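assay system = DeaD-strain S. cerevisiae | measured by = absorbance at 615 nm | probe or stimulus = nicotinamide 1.5 mM | buffer or medium = CSMM-D glucose medium, restrictive | times = 48 h at 30 °C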
E-sel TNF inh: blocks E-selectin expression induced by TNF alpha; HUVEC TNFa-induced E-selectin immunofluorescence, high content; inhibition, % at 2 µM; actives 0.71% (n = 120,000);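 active means inhibition above the batch mean plus 3 SD, and confirmed as a hit on visual image review, cut at about 43% in these data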;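 further: 0% = TNF-stimulated DMSO wells and 100% = unstimulated control wells; not every result past the cut was called active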
BB579 growth dn: chemicals that inhibit yeast BB579 growth in restrictive medium (lifespan-shortening candidates); S. cerevisiae BB579 growth, OD615, 48 h; inhibition, % at 10 µM; actives 0.51% (n = 140,000); AID 804;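 active means inhibition above a set limit, 3 SD over the mean compound inhibition, cut at about 44% in these data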; further: inactives centre near -24
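test system = yeast BB579 (DeaD) | buffer or medium = restrictive CSMM-D medium | doses = single compound dose of 10 µM, 0.25% DMSO final | times = 4 h preincubation and 48 h exposure at 30 °C | technique = culture absorbance at 615 nm | benchmarks = amphotericin B 10 µg/mL, positive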
NPY Y2 blocker: antagonists of human neuropeptide Y receptor Y2 | inhibition, % at 2.7 µM | NPY-Y2 expressing cells, antagonist mode | actives 0.99% (n = 140,000) | AID 793; in the data active means inhibition above about 17%;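 further: 0% = vehicle with agonist challenge and 100% = reference antagonist with challenge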
Target sequence (P49146 whole entry, looked up): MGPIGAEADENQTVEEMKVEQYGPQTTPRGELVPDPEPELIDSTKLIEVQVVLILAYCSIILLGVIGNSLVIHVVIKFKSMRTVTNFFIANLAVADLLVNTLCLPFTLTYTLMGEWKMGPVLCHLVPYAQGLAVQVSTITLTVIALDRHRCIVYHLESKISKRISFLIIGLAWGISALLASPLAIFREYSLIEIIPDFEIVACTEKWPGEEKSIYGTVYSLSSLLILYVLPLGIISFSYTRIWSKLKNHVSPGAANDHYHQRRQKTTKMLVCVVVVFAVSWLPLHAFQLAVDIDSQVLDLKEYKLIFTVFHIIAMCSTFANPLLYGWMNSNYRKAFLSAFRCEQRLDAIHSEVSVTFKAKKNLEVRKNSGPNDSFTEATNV
* marks the source's active call; other numbers are inactive results; nt = not tested or not shown; & = joins results of further samples.

Screens in order – MRP1 act	Phagocytosis inh	HCT116 PTEN-null	Measles CPE	GALR2 blocker	bCat KO growth	Yeast life ext	E-sel TNF inh	BB579 growth dn	NPY Y2 blocker
1. COC(=O)c1sc(NC(=O)C2CCCO2)c(C(=O)OC)c1C (stereo not given)
→ -1.8	1	109	16	4	95	-1	12	6	4
2. OC(CNc1ccccc1)COc1ccc(OCC(O)CNc2ccccc2)cc1 (stereo not given)
→ -5.9	0	1.6*	5	-16	1.7*	-18	33	1	-3
3. Cc1ccc(NC(=O)CO/N=C/c2ccc(N(C)C)cc2)cc1
→ -1.3	-7	89	8	15	93	-5	nt	-18	8
4. Cc1nn(CC(=O)OC(C)C(=O)Nc2ccccc2[N+](=O)[O-])c(C)c1[N+](=O)[O-] (stereo not given)
→ 0.9	-4	95	17	2	89	1	26	-9	2
5. O=C(COc1cccc2ccccc12)NNC(=O)C1CCCO1 (stereo not given)
→ -3.0	-4	87	2	8	79	-13	-24	-7	3
6. CCNc1nc(NCC)nc(SCCOC(=O)Nc2ccc(Cl)cc2Cl)n1
→ -1.0	-3	86	2	-4	87	-3	-26	-18	13
7. N#Cc1ccsc1NC(=O)CN1CCCCC1
→ 0.0	0	103	4	-6	91	-12	-4	-41	-2
8. CCN1C(=O)c2cccc3c(S(=O)(=O)Nc4ccc(OC)cc4OC)ccc1c23
→ -3.1	0	48	7	15	48	-3	15	-34	4
9. Cc1cc(NC(=O)CSc2nc3ccsc3c(=O)n2Cc2ccccn2)n[nH]1
→ -1.9	nt	88	9	4	88	-17	nt	-40	6
10. COc1ccc(NC(=O)Cn2c(=O)n(-c3ccccc3)c(=O)c3oc4ccccc4c32)c(OC)c1
→ -2.1	-7	85	4	7	89	5	25	-2	-2
11. CCc1ccc(S(=O)(=O)NCCc2cn3ccsc3n2)s1
→ -1.1	1	91	7	4	89	11	nt	46*	2
12. O=C(Cn1nc(C(F)(F)F)c2c1CCC2)NCc1ccc(F)cc1
→ -1.4	-4	90	7	-3	92	-12	nt	-49	-1
13. COc1cccc(/C=C2\SC(=S)N(CC3CCCO3)C2=O)c1 (stereo not given)
→ -2.6	0	31	16	5	37	1	nt	-20	8
14. Cc1ccc(Nc2nc(N)nc(CN3CCC(C)CC3)n2)c(C)c1
→ -2.3	nt	86	0	-2	93	nt	-4	12	3
15. Cc1ccnc(SCc2cc(=O)c(OC(=O)c3ccc(Br)o3)co2)n1
→ -1.8	1	64	4	12	89	25	nt	5	4
16. COc1cccc(N2CCN(CC(=O)Nc3nc4c(s3)CC(C)CC4)CC2)c1 (stereo not given)
→ -1.7	-2	70	15	-1	68	-10	nt	-53	8
17. CC(=O)Nc1nc(-c2ccccc2)c(-c2ccccc2)o1
→ -1.2	-10	87	8	-3	90	-3	nt	-3	2
18. CN(C)CCNC(=O)COc1ccc(Cl)cc1Cl
→ -0.1	-3	99	5	6	101	3	-12	-24	5
19. CCCCNC(=S)N/N=C/c1ccc(C)s1
→ 0.1	2	101	23	8	96	-4	-12	-3	5
20. CCOc1nc(C)ccc1-c1noc(-c2ccccn2)n1
→ 0.5	0	96	9	-8	95	-14	nt	22	-2

Next section, overlapping the part above by 2 compounds.
Screens in order – MRP1 act	Phagocytosis inh	HCT116 PTEN-null	Measles CPE	GALR2 blocker	bCat KO growth	Yeast life ext	E-sel TNF inh	BB579 growth dn	NPY Y2 blocker
19. CCCCNC(=S)N/N=C/c1ccc(C)s1
→ 0.1	2	101	23	8	96	-4	-12	-3	5
20. CCOc1nc(C)ccc1-c1noc(-c2ccccn2)n1
→ 0.5	0	96	9	-8	95	-14	nt	22	-2
21. COCCCn1c(SCC(=O)NCc2ccco2)nc2sc3c(c2c1=O)CCC3
→ -4.1	-5	91	17	-6	90	-2	nt	7	3
22. CCOC(=O)c1sc2ncn(C(CC)C(=O)OCC)c(=O)c2c1C (stereo not given)
→ -0.2	0	94	16	-5	98	1	3	-33	3
23. O=C(C1CCN(S(=O)(=O)N2CCC3(CC2)OCCO3)CC1)N1CCCCC1
→ -1.3	-4	102	4	9	92	6	-8	-10	0
24. O=c1c2ccccc2nc(SCc2nc(-c3ccccc3)no2)n1-c1ccc(F)cc1
→ -2.2	0	66	21	2	69	-6	-12	-16	9
25. CCn1cc(C2Nc3ccccc3C(=O)N2O)c(C)n1 (stereo not given)
→ -0.7	0	75	24	-16	96	-6	23	-13	1
26. CC1=NN(c2nc(C)cc(C)n2)C(=O)C1CCC(C)C (stereo not given)
→ -0.9	-1	103	9	-6	98	-7	12	-11	3
27. O=C(NCc1ccc2c(c1)OCO2)c1cccnc1
→ -3.8	-3	89	6	-2	91	-2	-7	-23	11
28. Clc1cccc(OCCCN2CCCC2)c1Cl
→ -0.1	-2	88	8	0	90	7	nt	-43	5
29. Cc1onc(-c2ccccc2)c1C(=O)NNC(=S)NC(=O)c1ccc(F)cc1
→ -3.5	-2	30	3	9	30	10	-6	11	0
30. COc1cccc(C(=O)CN2CCN(S(=O)(=O)c3ccc(Br)cc3)CC2)c1
→ -2.6	-4	94	14	-9	95	6	nt	-15	0
31. COc1ccc(-c2noc(CCC(=O)NCCN(C)Cc3ccccc3)n2)cc1
→ -2.3	0	103	10	1	100	-13	-1	-16	1
32. O=C(NC1CCCC1)C1CCN(S(=O)(=O)c2cccc3cccnc23)CC1
→ -1.2	nt	110	7	-11	99	-4	nt	-56	3
33. CCOC(=O)N1CCN(c2nc3ccccc3nc2C(C#N)S(=O)(=O)c2ccc(C)cc2)CC1 (stereo not given)
→ -4.7	0	78	17	-11	95	-14	nt	-33	-1
34. COc1ccc(/C=N/NC(=O)c2csc(-n3nc(C)cc3C(F)(F)F)n2)cc1
→ -1.8	0	93	13	0	96	142*	nt	-45	4
35. COc1ccccc1NC(=O)N(Cc1cccs1)Cc1cc2cc3c(cc2[nH]c1=O)OCO3
→ -1.2	-6	28	8	3	30	6	nt	-13	4
36. CCCCNC(=O)NNC(=O)c1ccco1
→ -2.0	-4	97	20	-14	95	6	nt	-9	0
37. Cc1ccc(NC(=O)c2csnn2)c(C)c1
→ -0.3	nt	94	12	8	87	nt	7	10	1
38. COC(=O)CNC(=O)C(C)NC(=O)OCc1ccccc1 (stereo not given)
→ 0.4	0	97	24	-9	100	-4	nt	19	1
39. O=C(c1ccc(F)cc1)N(Cc1ccccc1)C1CCS(=O)(=O)C1 (stereo not given)
→ -2.6	-4	96	20	3	101	-9	nt	10	3
40. COc1ccc(NC(=O)c2cccs2)cc1NC(=O)c1ccco1
→ -1.9	1	88	10	2	93	-10	-3	-34	-1
41. CCCOC(=O)c1[nH]c2c(c1C)C(=O)CC(c1ccc(OC)c(OC)c1)C2 (stereo not given)
→ -3.8	-1	84	4	1	85	3	-13	-62	2
42. COc1ccccc1C1C(C#N)=C(N)Oc2cc(C)n(CCCn3ccnc3)c(=O)c21 (stereo not given)
→ 0.2	-2	99	2	-4	93	-1	-16	-15	2
43. Cc1cc(C(=O)OCC(=O)NC(C)C)c(C)o1
→ -1.4	0	110	6	12	99	-5	-25	-74	5
44. CCOC(=O)C1CCN(S(=O)(=O)c2cc(Cl)c(C)cc2OC)CC1
→ -1.2	1	86	12	17	89	5	-6	-33	5
45. Cc1cc(C)cc(Oc2ccc(N)cc2)c1
→ -2.6	2	93	8	0	95	-6	-15	-36	-1
46. CC(=O)Oc1cccc(N2C(=O)c3ccc(C(=O)O)cc3C2=O)c1
→ -1.4	-1	109	6	4	107	9	-9	-9	1
47. COC(=O)CNC(=O)C1(C)C=CCN1C(=O)c1ccccc1 (stereo not given)
→ -1.8	nt	92	14	3	93	-3	nt	-17	-1
48. CCCOc1ccc(C(C)=O)cc1CC(C(=O)OCC)C(=O)OCC
→ -3.9	nt	71	4	2	78	-24	-21	-16	3
49. CCOC(=O)N1CCN(C(=O)CNC(=O)c2nn(-c3ccc(OC)cc3)c(=O)c3ccccc23)CC1
→ -1.1	0	107	15	1	104	-10	nt	-62	-1
50. O=C(O)Cn1c(SCc2ccccc2)nc2ccccc21
→ 1.3	1	100&102	3	-3	101	-9	-22	-14	4
51. O=C(NCc1cccnc1)c1cc(-c2cccs2)on1
→ -2.0	-1	86	8	13	80	-14	-22	-5	3
52. CCCCn1nc2cc(C(=O)NCc3cc(C(F)(F)F)cc(C(F)(F)F)c3)ccc2c1OCC
→ -0.1	-1	102	6	2	96	52	nt	-83	1
53. CN(C)c1ccc(N/C=C/C(=O)c2ccccc2)cc1
→ 0.3	1	55	8	-2	52	-13	-17	-34	-1
54. COC(=O)CSc1nnc(C)n1-c1ccc(C)cc1
→ -2.3	0	102	6	4	94	-10	5	2	3
55. Cc1ccc(-c2cc(C(=O)OCC(=O)Nc3cc(C)on3)c3ccccc3n2)c(C)c1
→ -3.1	-1	87	6	-2	92	-17	4	-30	2
56. COc1cc(CNCc2ccc(SC)cc2)cc(OC)c1
→ -1.9	-4	79	9	-10	77	8	nt	-4	6
57. COc1ccc(-c2cc(C(=O)NC(C(=O)O)C(C)C)c(C)o2)cc1OC (stereo not given)
→ -1.0	-1	97	5	18	97	-4	-9	-33	2
58. COc1cc2[nH]c(=O)n(CCCCCC(=O)N3CC=C(c4ccccc4)CC3)c(=O)c2cc1OC
→ -5.5	1	7	33	-1	21	-18	-45	-41	0
59. Cc1c(NC(=O)CN2C(=O)c3cccc4cccc2c34)c(=O)n(-c2ccccc2)n1C
→ -1.1	0	94	12	-5	89	-2	-3	-8	-2
